cln2 rad14: NCI yeast anticancer drug screen, S. cerevisiae cln2 rad14 strain; growth inhibition, % at 50 µM; 78,000 tested, 8.3% active;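 note: 0% = growth of vehicle-only cultures of the same strain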
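Growth inhibition, relative to vehicle-treated controls, is the read-out. The test organism is a yeast strain with defined genetic alterations, cln2 rad14.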
yeast sgs1 mgt1: NCI yeast anticancer drug screen, S. cerevisiae sgs1 mgt1 strain | % growth inhibition at 50 µM | 78,000 tested, 10% active | AID 161, 2004;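 note: 0% = growth of vehicle-only cultures of the same strain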
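Inhibition of yeast growth, normalised to vehicle-treated controls, is reported for a strain bearing genetic alterations in DNA damage repair.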
yeast mec2-1: NCI yeast anticancer drug screen, S. cerevisiae mec2-1 strain; growth inhibition, % at 50 µM; 79,000 tested, 9% active; AID 157, 2004;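 note: 0% = growth of vehicle-only cultures of the same strain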
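Cells of the genetically defined mec2-1 yeast strain are incubated with test compound. Inhibition of growth is calculated against vehicle-treated controls.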
yeast rad50: NCI yeast anticancer drug screen, S. cerevisiae rad50 strain; 79,000 tested, 10% active; AID 155, 2004; growth inhibition, % at 50 µM;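 note: 0% = growth of vehicle-only cultures of the same strain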
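Vehicle-treated cultures provide the reference for the growth inhibition reported for compound-exposed, repair-deficient yeast.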
mlh1 rad18: NCI yeast anticancer drug screen, S. cerevisiae mlh1 rad18 strain; growth inhibition, % at 50 µM; 79,000 tested, 11% active; AID 175, 2004;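 note: 0% = growth of vehicle-only cultures of the same strain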
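Growth inhibition of the yeast strain was measured after compound exposure and expressed relative to vehicle-treated controls. The strain carries defined defects in DNA damage repair.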
yeast bub3: NCI yeast anticancer drug screen, S. cerevisiae bub3 mutant strain | growth inhibition, % at 50 µM | 78,000 tested, 9.9% active;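 note: 0% = growth of vehicle-only cultures of the same strain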
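Yeast carrying a defined mutation is treated with each compound, and growth is compared with that of vehicle-exposed cells to give inhibition.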
An asterisk follows results filed as active; & = joins results of further samples. Cut-off read from the data, not from the text of the source: active = growth inhibition above about 70%; inactive = the rest.

SMILES | cln2 rad14 | yeast sgs1 mgt1 | yeast mec2-1 | yeast rad50 | mlh1 rad18 | yeast bub3
O=C1CSC(=S)N1N1C(=O)CSC1=S | -12 | -22 | -8 | -25 | -12 | 6
Cn1nnnc1NCc1ccccc1 | -25 | -6 | 5 | -3 | 5 | -2
Clc1ccc2c(c1)CCc1cccnc1C2=C1CCNCC1 | 16 | -21 | -4 | 9 | -15 | 0
CC(=O)Oc1cc([N+](=O)[O-])c(OC(C)=O)c([N+](=O)[O-])c1 | 6 | 4 | 1 | -5 | 2 | -23
COc1cc(C(O)C2(c3ccc(O)c(OC)c3)NC(=O)NC2=O)ccc1O (stereo not drawn) | -17 | -9 | 16 | -22 | -14 | 35
C=CC(=O)OC1CC(C)CC(C)(C)C1 (stereo not drawn) | -31 | -3 | -16 | -9 | 5 | -9
CSCC(COC(C)=O)(CSC)c1ccncc1 | -14 | -5 | -35 | -6 | -7 | -27
COc1ccc(C2SCC(=O)N2c2nncs2)c(OC)c1 (stereo not drawn) | 4 | 17 | 15 | -1 | 15 | -8
CC1=C2C(=CO[C@H](C)[C@H]2C)C(=O)C(C(=O)O)=C1O | 23 | 47 | 9 | 38 | 23 | 44
CC(=O)OC1CCC2(C)C3CCC4(C)C(C(C)CCCC(C)C)CCC4C3C3CC32C1 (stereo not drawn) | 4 | 29 | -22 | 31 | 0 | -3
O=Cc1ccccc1S(=O)(=O)O | -45 | -6 | 7 | 7 | -13 | 11
O=C(/C=C/C(=O)c1ccccc1)c1ccccc1 | -31 | 28 | 16 | 42 | 51 | 36
CC(=O)Nc1ccc(NC(=O)c2ccccc2Cl)cc1 | -7 | 5 | -9 | 0 | -33 | 11
CC(=O)Nc1cc2c(cc1Cl)-c1cc(Cl)c(Cl)cc1C2=O | -25 | -10 | -3 | -18 | -18 | -21
Cc1cccc(C)c1NCC(=O)NN | -23 | 1 | 6 | 10 | 9 | 6
Cc1ccc2[nH]c(=O)[nH]c2c1 | -5 | 0 | -6 | -14 | -22 | 2
CNC(=O)NC(C)=O | -1 | 13 | 8 | 30 | 21 | 4
CN1c2ccccc2C(C)(C)C12C=Cc1cc(O)ccc1O2 (stereo not drawn) | 36 | 62 | 48 | 71* | 54 | 52
Nc1nccc(Nc2ccc(S(N)(=O)=O)cc2)n1 | -35 | -32 | 6 | 3 | 7 | -61
CN(C)c1nc2oc(-c3ccccc3)c(-c3ccccc3)c2c2nncn12 | 17 | 3 | 7 | 10 | -22 | 12

Reprinted at random: 2 entries already listed, in no set order.
SMILES | cln2 rad14 | yeast sgs1 mgt1 | yeast mec2-1 | yeast rad50 | mlh1 rad18 | yeast bub3
COc1ccc(C2SCC(=O)N2c2nncs2)c(OC)c1 (stereo not drawn) | 4 | 17 | 15 | -1 | 15 | -8
O=C(/C=C/C(=O)c1ccccc1)c1ccccc1 | -31 | 28 | 16 | 42 | 51 | 36

(cont.)
SMILES | cln2 rad14 | yeast sgs1 mgt1 | yeast mec2-1 | yeast rad50 | mlh1 rad18 | yeast bub3
CC(NC(=O)OCc1ccccc1)NC(=O)C(CC(=O)OC(C)(C)C)NC(=O)OC(C)(C)C (stereo not drawn) | -7 | -25 | -40 | -27 | -29 | -31
CC(C)C1=NNC(=O)C1(C)C | -4 | 10 | -7 | -1 | 9 | -6
COc1ccc(CN2COc3c(cc(C)c4cccnc34)C2)cc1 | 40 | 64 | 47 | 65 | 80* | 61
CC(=O)Oc1ccc(C23CC4CC(CC(C4)C2)C3)cc1 | 97* | 99* | 98* | 99* | 98* | 99*
COc1ccc(C(=O)c2nccc3cc(OC)c(OC)cc23)cc1OC | 6 | 9 | -32 | -5 | -1 | -39
NC(=O)C[n+]1cccc(C(=O)Nc2ccccc2)c1 | -43 | 7 | 4 | 17 | 11 | 23
CC1(CO)OC(n2cc(C(=O)NC(=O)OCc3ccccc3)c(=O)[nH]c2=O)CC1O (stereo not drawn) | 1 | 7 | -20 | 11 | -22 | -8
Oc1c(Cl)cc(Cl)cc1C=NCC1CCC(CN=Cc2cc(Cl)cc(Cl)c2O)CC1 (stereo not drawn) | 80* | 90* | 91* | 87* | 86* | 88*
N/C(=N\N=C\c1ccc2c(c1)OCO2)NO | -15 | -8 | -8 | -13 | -56 | 5
CCOc1ccc(-n2c(O)c(N=Nc3ccccc3OC)c(=O)n(-c3ccc(OC)cc3)c2=S)cc1 | -10 | -10 | -8 | 18 | 7 | -5

A few values from the results shown.
Value for `CC(=O)Nc1cc2c(cc1Cl)-c1cc(Cl)c(Cl)cc1C2=O` in cln2 rad14: -25
Value for `CN1c2ccccc2C(C)(C)C12C=Cc1cc(O)ccc1O2` (stereo not drawn) in yeast rad50: 71*
Value for `CNC(=O)NC(C)=O` in yeast bub3: 4
Value for `Cn1nnnc1NCc1ccccc1` in yeast rad50: -3
Value for `O=Cc1ccccc1S(=O)(=O)O` in yeast mec2-1: 7
Value for `CC(NC(=O)OCc1ccccc1)NC(=O)C(CC(=O)OC(C)(C)C)NC(=O)OC(C)(C)C` (stereo not drawn) in yeast sgs1 mgt1: -25

Continued:
SMILES | cln2 rad14 | yeast sgs1 mgt1 | yeast mec2-1 | yeast rad50 | mlh1 rad18 | yeast bub3
O=C(O)c1ccc[n+](Cc2ccccc2)c1 | -8 | -5 | 13 | 5 | 2 | -6
CN(C)c1ccc(/C=C/c2sc3ccccc3[n+]2C)cc1 | 99* | 99* | 99* | 99* | 99* | 99*
CC(C)(O)C(O)c1ccccc1 (stereo not drawn) | 2 | 9 | 7 | 11 | 1 | 1
NNC(=O)COCC(=O)NN | -9 | -24 | -27 | -18 | -25 | -15
CN1c2ccccc2SC1(C)CCC(=O)O (stereo not drawn) | 6 | 38 | 36 | 22 | 8 | 30
CN(C)c1ccc(C(=C2C=CC(=[N+](C)C)C=C2)c2ccc(N(C)C)cc2)cc1 (tested in a mixture with another compound) | 88* | 90* | 88* | 88* | 86* | 88*
CC1=NC(C(=O)O)C(C)(C)S1 (stereo not drawn) | -1 | -22 | -8 | 3 | -6 | -3
Cc1ccccc1-c1ccccc1 | -46 | -18 | 1 | 15 | 18 | -6
CC(=O)[C@H]1CC[C@H]2[C@@H]3CC=C4C=CCC[C@@H]4[C@H]3CC[C@]12C | -52 | 23 | 20 | -14 | 24 | 19
CN1CCC2(CC1)C(=O)N(Nc1ccccc1)C(=O)C2c1ccccc1 (stereo not drawn) | 23 | 51 | 24 | 46 | 32 | 49
CC1=C(c2cc(C(=O)Nc3cc(C)ccc3C)nc(N)n2)Sc2ccccc2N1 | -18 | -26 | -11 | 5 | -11 | -13
CC(=O)NCC(=O)/C=C/c1ccc([N+](=O)[O-])cc1 | 21 | 3 | 19 | 2 | -4 | 11
CCOc1nc(SCC)nc2c1cnn2-c1ccccc1 | -16 | -10 | -26 | -8 | -20 | -1
COc1cc(C/C(=C/c2ccc(OC)c3occc23)[N+](=O)[O-])cc(OC)c1OC | 65 | 83* | 83* | 71* | 87* | 61
O=C(O)/C(=C\c1cccnc1)NC(=O)c1ccccc1 | -1 | 9 | 11 | 6 | 11 | 10
COc1cc(C(OC(C)=O)OC(C)=O)c(Cl)c(Cl)c1OC(C)=O | -5 | 9 | -2 | 17 | 19 | 12
CCCCCCCCCCCCCCCCCCNC | 8 | 81* | 69 | 68 | 61 | 87*
Cc1ccc(C(=O)N/N=C/c2ccc3c(c2)OCO3)cc1 | 11 | 4 | 8 | 18 | 7 | 6
N#CC1(OC2OC(CO)C(O)C(O)C2O)C=CC(O)C1 (stereo not drawn) | 5 | 5 | -22 | 11 | -5 | -14
c1cc2nnc1SCCCSc1ccc(nn1)SCCCS2 | -2 | -4 | -10 | -14 | 10 | -15
CCOC(=O)Cc1c(C(=O)OCC)[nH]c(C)c1C(C)=O | 14 | -3 | 20 | 2 | -4 | -5
Cc1cc(=O)[nH]c(NNC(C#N)c2ccc([N+](=O)[O-])cc2)n1 (stereo not drawn) | -9 | -36 | 0 | -18 | -51 | -31
CCOC(=O)C(=Cc1ccco1)C(=O)OCC | 9&24 | 0&8 | -25&37 | 10&38 | -19&20 | -9&-5
c1ccc(C(Sc2ncnc3nc[nH]c23)c2ccccc2)cc1 | -22 | -4 | 13 | 15 | 0 | 18
CCOC(=O)/C(C#N)=C/c1ccc(-c2ccccc2)cc1 | -4 | 6 | -9 | -19 | -18 | -7
CCc1cc2c(ccc3ccccc32)c2c1CCC2 | -17 | -2 | -12 | -12 | 2 | 5
CCOC(=O)N1Cc2cc3ccccc3nc2C1CC(=O)O (stereo not drawn) | -28 | -4 | 12 | -15 | -25 | -2
CC1=NN(c2cc(S(=O)(=O)O)ccc2Cl)C(=O)C1 | -94 | -6 | -52 | -16 | 14 | -25
CC1C=CC(C(=O)Nc2ccc(Cl)c(Cl)c2)N1C (stereo not drawn) | -34 | 8 | 12 | 1 | 3 | -12
NC(CO)C(O)c1ccc([N+](=O)[O-])cc1 (stereo not drawn) | -7 | -3 | -33 | -15 | -14 | -12

Single records, as listed above. Order of values: cln2 rad14, yeast sgs1 mgt1, yeast mec2-1, yeast rad50, mlh1 rad18, yeast bub3
CC1=C2C(=CO[C@H](C)[C@H]2C)C(=O)C(C(=O)O)=C1O is listed with 23, 47, 9, 38, 23, 44
CC(=O)Oc1cc([N+](=O)[O-])c(OC(C)=O)c([N+](=O)[O-])c1 is listed with 6, 4, 1, -5, 2, -23

(more compounds)
SMILES | cln2 rad14 | yeast sgs1 mgt1 | yeast mec2-1 | yeast rad50 | mlh1 rad18 | yeast bub3
CCNc1c(C(=O)N(CC)CC)c(=O)[nH]c2ncccc12 | 6 | 10 | -7 | 13 | -12 | -4
Clc1ccc2nc3c(c(N4CCCCC4)c2c1)CCCC3 | 99* | 99* | 99* | 99* | 99* | 97*
N#CSC1C=CS(=O)(=O)C1 (stereo not drawn) | -44 | 20 | 4 | 45 | 59 | 4
CCCC/C(=N/Nc1ccc([N+](=O)[O-])cc1)C(=O)O | 24 | 75* | 24 | 71* | 57 | 82*
CCCOC(=O)CC(CC(=O)OCCC)C(=O)OCCC | -13 | -4 | 1 | -11 | -2 | 37
CCCCCCCC1(N=[N+]=[N-])C(=O)Nc2ccccc2C1=O (stereo not drawn) | 40 | 32 | 22 | 24 | 37 | 23
O=C(O)c1c[nH]c2cc(O)ccc2c1=O | -6 | -5 | 3 | 0 | -3 | 15
CNC(=O)NC(c1cc(OC)c(OC)c(OC)c1)c1cc2c(cc1O)OCO2 (stereo not drawn) | 24 | 0 | 13 | 17 | 17 | -2
O=C(O)C(CCl)(CCl)CCl | 18 | 1 | 1 | 19 | 15 | 14
COc1ccc(-n2c(=O)c(N=Nc3ccccc3C)c(O)n(-c3ccc(C)cc3)c2=S)cc1 | -11 | 26 | -4 | 38 | 8 | 1
CC(C(=O)n1ccnc1)N1c2ccccc2Sc2ccccc21 (stereo not drawn) | 6 | -12 | -61 | -32 | -18 | -10
C/C(=C\c1ccccc1)c1ccncc1 | 36 | 66 | 44 | 65 | 55 | 46
CCOC(=O)c1cnc(SCC)nc1N | 3 | -8 | 7 | 4 | -6 | -12
C(=C/c1ccnc2ccccc12)/c1cccs1 | 98* | 99* | 99* | 98* | 98* | 98*
CC(C(=O)N1CCCC1)C(O)c1ccccc1 (stereo not drawn) | -23 | -8 | -9 | 5 | -3 | -3
CCOc1c(N=Nc2ccc(Cl)cc2)c(C)nn1C(N)=S | -13 | 12 | 16 | -19 | 44 | 36
O=c1c2ccccc2[nH]c2c(O)ccc(O)c12 | 8 | 7 | -2 | 18 | 13 | -2
CC(=O)C1CCCCC1/C=C/[N+](=O)[O-] (stereo not drawn) | 99* | 99* | 100* | 100* | 99* | 99*
CC1(Cc2ccccc2)NC(=S)NC1=O (stereo not drawn) | 6 | -10 | -11 | -1 | -7 | -2
CCC(=O)CCC1=Nc2nnc(CCCCc3nnc4n3C(=O)C(CCC(=O)CC)=N4)n2C1=O | 7 | -17 | -6 | -28 | -10 | -4
COC1OC2COC1(OC)C1OC(C)(C)OC21 (stereo not drawn) | 12 | -1 | 28 | -4 | 24 | -26
CC(C)(C)C(=O)/C(O)=C\c1ccccc1 | -11 | -12 | 6 | -4 | -1 | 11
CC(=O)Nc1cc(OC(C)=O)c(OC(C)=O)c2ccccc12 | -2 | -1 | -7 | -7 | 1 | -33
CCCCCCCC[N+](C)(C)CC#CC[N+](C)(C)CCCCCCCC | -2 | 14 | -14 | 46 | 44 | 11
NC(=S)N/N=C/c1cccc2ccccc12 | 11 | 13 | -1 | -3 | 5 | 20
Cc1ccc(-c2ccc(C)cc2)cc1 | -11 | -22 | -38 | -31 | -11 | -37
Cc1cccc(C(=O)N(C(C)C)C(C)C)c1 | -51 | -4 | -5 | -1 | 0 | 26
c1ccc2cnccc2c1 | -3&-87 | -17&-5 | 8&-3 | 9&-4 | -19&-7 | -1&23
